FBPA coupling cs = inhibits coupling enzyme system, counter-screen for aldolase hits | coupling enzyme system counterscreen, AmpLite Red fluorescence | activity change, negative = inhibition, % at 58.2 µM, hits read low | 0.67% of 290,000 active; in the data active means activity change below about -30%; further: on the % scale 0 is the no-effect control and ±100 the full control effect
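Counterscreen lacking aldolase: glyceraldehyde-3-phosphate coupling-enzyme reagent preincubated 10 min at RT with compound (at 57.5 uM final), then substrate/coupling system with AmpLite Red added; fluorescence read at 525/598 nm after 20 min RT.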
Tb PFK block = blocks T. brucei phosphofructokinase; T. brucei PFK, ADP-Glo luminescence; 0.17% of 330,000 active; Potency, µM (titrated, usually from 57.5 µM), for inactives: top-dose activity, negative = inhibition, actives largely listed as inhibitors; O15648;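 further: potency means the concentration at half of the fitted maximal effect; 0% = uninhibited 1x PFK enzyme wells and -100% = no-enzyme wells; nearly all actives have a fitted effect of over 60% in size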
Target sequence (O15648 whole entry, looked up): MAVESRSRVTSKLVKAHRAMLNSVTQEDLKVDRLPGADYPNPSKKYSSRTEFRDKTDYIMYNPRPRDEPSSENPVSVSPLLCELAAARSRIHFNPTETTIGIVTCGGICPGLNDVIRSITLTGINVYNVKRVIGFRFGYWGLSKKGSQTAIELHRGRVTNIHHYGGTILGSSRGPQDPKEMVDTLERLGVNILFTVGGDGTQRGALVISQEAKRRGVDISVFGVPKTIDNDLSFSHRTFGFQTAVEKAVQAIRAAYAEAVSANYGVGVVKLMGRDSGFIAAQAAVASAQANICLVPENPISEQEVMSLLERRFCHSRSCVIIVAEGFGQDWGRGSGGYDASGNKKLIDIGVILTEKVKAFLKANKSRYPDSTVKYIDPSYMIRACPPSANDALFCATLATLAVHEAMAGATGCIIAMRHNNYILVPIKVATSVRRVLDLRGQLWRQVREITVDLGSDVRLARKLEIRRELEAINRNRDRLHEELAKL
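Luminescent ADP detection (ADP-Glo, two-step: ATP depletion then ADP-to-ATP conversion for luciferase) reported PFK activity after 45 min room-temperature reaction of 1.25 nM enzyme with 0.5 mM F6P and 0.1 mM ATP at pH 8.0.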
Integrin act MD = activates integrin-mediated alleviation for muscular dystrophy. 0.064% of 350,000 active. AID 624291. Potency, µM (highest dose often 38.3 µM), for inactives: top-dose activation, usual class: activators. alpha7betagal myoblasts, beta-gal FDG fluorescence, 48 h;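 further: potency means the concentration at half of the fitted maximal effect; 100% = response of the positive control SU9516; nearly all actives have a fitted effect of over 60% in size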
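Alpha7betagal+/- myoblasts (passage 13) were plated 16-24 hr, then exposed to compounds (1:260 dilution of DMSO stock) for 48 hours at 37C. After MPER lysis, β-galactosidase reporter activity was read as FDG fluorescence (ex 480/em 540) after 30 minutes.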
TSG101-PTAP inh = blocks PTAP/TSG101 interaction to inhibit HIV-1 budding | Q99816 | Fluorescence polarization, FITC-PTAP peptide / Tsg101 binding | Potency, µM (top dose mostly 115 µM), for inactives: at the top dose activity change, negative = inhibition, usual class: inhibitors | 340,000 tested, under 10 active; active means well fitted inhibition curve with a large enough effect in the main read-out, with a control signal flat, not every such curve was filed as active; inconclusive means small, poorly fitted or top-dose-only effect, or effect the other way, or a change in a side signal; inactive means no such curve, though single readings can be large or run the other way; further: potency means the concentration at half of the fitted maximal effect; % of control where 0% means no effect
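FP read-out: FITC-PTAP peptide, 50 nM final, binding Tsg101 binding domain, 10 uM final; 20 min, r.t.; 10 mM HEPES pH 7.5, 0.15 M NaCl, 0.01% Tween 20, 3 mM EDTA, 0.1 mM TCEP.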
PKM2 act = increases activity of human pyruvate kinase M2; Potency, µM (top dose mostly 57.5 µM), inactives show at the top dose activation, usual class: activators; AID 1631; purified PKM2, Kinase-Glo ATP luminescence, activation; response scale: 0% is enzyme alone, no compound; P14618; 0.34% of 260,000 active; further: potency means the concentration at half of the fitted maximal effect; on the % scale 0 is the no-effect control and ±100 the full control effect; nearly all actives have a fitted effect of over 55% in size
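hPK-M2, >95% pure; 0.1 mM ADP / 0.5 mM PEP final; imidazole pH7.2 buffer w/ 7 mM MgCl2, 50 mM KCl; 1 h RT; Kinase-Glo lum. Intermediate enzyme activity for dual inhibitor/activator qHTS.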
GALK inhibitor = blocks human galactokinase activity | P51570 | Purified GALK, Kinase-Glo residual ATP luminescence | Potency, µM (top dose mostly 57.5 µM), for the others: at the top dose activity change, negative = inhibition, actives largely listed as inhibitors | 0.007% of 270,000 active; further: potency means the concentration at half of the fitted maximal effect; on the % scale 0 is the no-effect control and ±100 the full control effect
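Human GALK (5 nM) with 35 uM ATP and 100 uM galactose in 20 mM HEPES pH 8.0, 5 mM MgCl2, 60 mM NaCl, 1 mM DTT, 0.01% BSA. After 1 h at room temperature, leftover ATP was read by Kinase-Glo Plus luminescence.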
ASM inhibitor = inhibitors of human secretory acid sphingomyelinase; Potency, µM (titrated, usually from 57.5 µM), for inactives: top-dose activity change, negative = inhibition, actives largely listed as inhibitors; placental ASM, HMU-PC fluorogenic substrate, 60 min; 0.006% of 340,000 active; AID 504937; further: potency means the concentration at half of the fitted maximal effect
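Steps: dispense placental human ASM, pin compound, wait 10 min at room temperature, add HMU-PC0 substrate at 9 uM final, incubate 60 min at 37 °C, add stop solution raising pH to 10, read fluorescence.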
Menin-MLL TR inh = displaces Texas Red mutant MLL peptide from human menin; O00255; Menin + Texas Red MLL mutant peptide, fluorescence polarization; Potency, µM (titrated, usually from 61.6 µM), for inactives: at the top dose FP activity change, negative = inhibition, usual class: inhibitors; 0.23% of 270,000 active; AID 1768; active means well fitted inhibition curve with a large enough effect in the polarisation, with a control signal flat, not every such curve was filed as active; inconclusive means small, poorly fitted or top-dose-only effect, or effect the other way, or a change in a side signal; inactive means no such curve, though single readings can be large or run the other way; the % refers to the polarisation; further: potency means the concentration at half of the fitted maximal effect; % of control where 0% means no effect; many of its hits are not listed in these tables
Target sequence (O00255 whole entry, looked up): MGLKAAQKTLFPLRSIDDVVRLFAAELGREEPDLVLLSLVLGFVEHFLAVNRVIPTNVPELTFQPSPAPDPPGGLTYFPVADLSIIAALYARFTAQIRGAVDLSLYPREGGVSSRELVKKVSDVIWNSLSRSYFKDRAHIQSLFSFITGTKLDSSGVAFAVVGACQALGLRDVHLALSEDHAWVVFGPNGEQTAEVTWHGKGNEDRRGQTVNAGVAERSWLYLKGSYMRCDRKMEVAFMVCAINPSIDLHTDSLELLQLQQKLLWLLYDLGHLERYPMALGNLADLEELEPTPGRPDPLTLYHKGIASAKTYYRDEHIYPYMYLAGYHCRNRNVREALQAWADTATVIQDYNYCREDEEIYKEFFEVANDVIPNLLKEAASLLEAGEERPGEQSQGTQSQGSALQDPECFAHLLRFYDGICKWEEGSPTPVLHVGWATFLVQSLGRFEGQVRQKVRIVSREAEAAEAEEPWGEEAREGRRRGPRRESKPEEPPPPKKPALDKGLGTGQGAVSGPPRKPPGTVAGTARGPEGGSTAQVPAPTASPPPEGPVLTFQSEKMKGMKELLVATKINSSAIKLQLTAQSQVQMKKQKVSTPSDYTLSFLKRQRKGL
Giardia kill = kills Giardia lamblia; 0.15% of 340,000 active; Giardia lamblia trophozoite viability; activity change, % at 7.66 µM, hits read low; in the data active means activity change below about -80%; inconclusive means between about -30% and that limit;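 further: parasites exposed to compound for two days anaerobically before the ATP read; on the % scale 0 is the no-effect control and ±100 the full control effect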
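Anaerobic 48 hrs incubation at 37 deg C of 100 trophozoites/well with test compounds; ATPLite 1-Step luminescence, 15-30 min RT, reports cellular ATP as viability.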
B2AR arrestin = recruits beta-arrestin to the human beta2-adrenergic receptor. beta-arrestin recruitment to beta2AR, cell-based reporter. Potency, µM (top dose mostly 46.1 µM), without a hit: at the top dose activation, hits mostly activators. 0.02% of 330,000 active. AID 492947;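 further: potency means the concentration at half of the fitted maximal effect; 0% = DMSO controls and full agonism = EC100 isoproterenol or metaproterenol; nearly all actives have a fitted effect of over 65% in size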
Chronic BCR inh = chronic active BCR signaling inhibition. Potency, µM (top dose mostly 46.1 µM), for the others: at the top dose ratio change, negative = lower green/red ratio, hits mostly inhibitors. AID 493014. ABC-DLBCL IkBa-CBG/CBR reporter, luminescence ratio, 4 h. 0.05% of 340,000 active; active means well fitted inhibition curve with a large enough effect in the signal ratio, with a control signal flat, not every such curve was filed as active; inconclusive means small, poorly fitted or top-dose-only effect, or effect the other way, or a change in a side signal; the % refers to the signal ratio;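 further: potency means the concentration at half of the fitted maximal effect; plate controls were basal doxycycline-induced cells for no effect and cells given 10 µM MG132 for full effect; MG132 reads +100%, hits lower the ratio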
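TMD8 ABC-DLBCL cells carrying doxycycline-inducible green luciferase fused to IkappaBalpha plus unfused red luciferase were exposed to compounds (up to 46 uM) for 4 hrs at 37C. Activity came from the overlap-corrected green/red luminescence ratio.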
Active calls of the source: *; i = inactive; ? = inconclusive; nt = no result given; & = joins results of further samples; [ ] = another dose, or the depositor's remark. Unless noted, the call rests on the fitted dose curve; in most records, active means well fitted curve in the direction sought with a large enough effect; inconclusive means small, poorly fitted or top-dose-only effect, or another doubt; inactive means no such curve, though single readings can be large; an effect the other way counts as inactive or inconclusive.

Under each structure: ASM inhibitor	TSG101-PTAP inh	GALK inhibitor	PKM2 act	Giardia kill	B2AR arrestin	Tb PFK block	Integrin act MD	Chronic BCR inh	FBPA coupling cs	Menin-MLL TR inh
1	COCc1ccc(C(=O)NC2CCCc3c2cnn3-c2ccc(C)c(C)c2)o1 (stereo unspecified)
→ 1%	-2%	5%	-1%	-27	-1.1%	-1%	10%	3%	0	-9%
2	COc1ccc(C/C(N)=N/OC(=O)Cc2ccc(OC)c(OC)c2)cc1
→ 4%	-7%	4%	4%	-18	0.3%	-3%	1%	1%	7	-23%
3	CCOC(=O)c1cccc(NC(=O)C2CCCN(S(=O)(=O)c3c(C)nn(C)c3C)C2)c1 (stereo unspecified)
→ 0%	-5%	0%	8%	2	0.4%	5%	-41%	-10%	-2	14%[11.7 µM]
4	COc1ccc(S(=O)(=O)Cc2ccc(C(=O)N3CCN(c4ccccc4)CC3)o2)cc1
→ 3%	-2%	0%	18%	44[activator]	-0.2%	0%	24%	-5%	1	?
5	CCCCCCSc1ccc([C@H]2N[C@@](Cc3ccccc3)(C(=O)OC)[C@H]3C(=O)N(C)C(=O)[C@@H]23)cc1
→ ?	-4%	nt	nt	?	-0.2%	14%	-28%	2%	nt	nt
6	Nn1c(SCC(=O)N2CCN(S(=O)(=O)c3ccc(Cl)cc3)CC2)nnc1-c1cccs1
→ -3%	1%	0%	1%	5	-0.1%	3%	11%	-12%	3	1%
7	CCOC(=O)C1CCN(C(=O)C2(NC(=O)Nc3cccc(F)c3)CCCCC2)CC1
→ -5%	2%	11%	nt	20	0.3%	-2%	18%	?	-2	25%
8	CC(C)(C)c1cc[n+](C2=C([O-])c3ccccc3C(=O)/C2=N\S(=O)(=O)c2cccs2)cc1
→ -2%	-1%	2%	-10%	15	-1.4%	-5%	-34%	?	-57*	nt
9	COc1c(C(=O)Nc2nccs2)ccc2ccccc12
→ -7%	0%	-1%	nt	-2	-0.5%	-2%	?	0%	0	62%[activator]
10	CC1(C)CC(=O)C=C(C(=O)NC2CCCc3c2cnn3-c2cc(F)cc(F)c2)O1 (stereo unspecified)
→ 2%	1%	0%	2%	-9	10%	-11%	-23%	4%	0	-23%
11	NS(=O)(=O)Cc1noc2ccccc12
→ 3%&4%	-8%&-5%	nt	-2%	-19&1	0.0%	0%	nt	-1%	0&1&0	2%&-2%&10%
12	CCOc1cc(/C=N/NS(=O)(=O)c2ccc(OC)cc2)ccc1OCCN1CCOCC1
→ -1%	0%	-4%	-4%	5	-1.2%	0%	-9%	2%	4	-6%
13	Brc1ccc(-c2ccc(/C=N/Nc3nc4ccccc4[nH]3)o2)cc1
→ i	-2%	2%	3%	?	-0.1%	-2%	?	?	6	?
14	COc1ccc(C(=O)Nc2nc(CC(=O)NCCc3ccccc3)cs2)cc1
→ -2%	0%	nt	nt	-7	0.1%	0%	-18%	0%	nt	nt
15	Cc1ccc(C(OC(=O)c2ccco2)C(=O)NC2CCCC2)cc1 (stereo unspecified)
→ -2%	-6%	-1%	-12%	-7	-0.2%	0%	?	1%	1	-4%
16	CCOC(=O)/C=C1\SCC(=O)N1Cc1nnc(-c2ccccc2Br)o1
→ -6%	3%	-3%	?	15	-0.2%	-5%	-3%	?	1	2%
17	COc1ccc(-c2nonc2NC(=O)c2oc3ccccc3c2C)cc1OC
→ 0%	-1%	14%	1%	34[activator]	-0.3%	-17%	3%	?	2	?
18	COCCNC(=O)Cn1cnc([N+](=O)[O-])n1
→ 2%	0%	-4%	-1%	25	0.0%	1%	2%	0%	-6	-6%
19	CCOc1ccc(N2C(=O)CC(N(CCc3ccccc3)C(=O)/C=C/C(=O)O)C2=O)cc1 (stereo unspecified)
→ 1%	-1%	-3%	2%	-2	-0.3%	5%	13%	4%	-1	-1%
20	Cn1c(=O)c2c(ncn2CC(=O)N2CCN(c3ccc(F)cc3)CC2)n(C)c1=O
→ -3%	-2%	-4%	-6%	7	0.0%	1%	3%	4%	1	12%
21	Cc1ccc2cc(CN(CC3CCCO3)C(=O)C(C)C)c(=O)[nH]c2c1 (stereo unspecified)
→ 1%	-7%	0%	-6%	8	0.3%	1%	0%	8%	1	19%
22	O=C(N/N=C/c1cc(Cl)cc([N+](=O)[O-])c1O)c1cccc(S(=O)(=O)N2CCOCC2)c1
→ -28%	-12%	nt	nt	0	0.5%	-7%	1%	18%	nt	nt
23	CCc1nnc(NC(=O)C2CCN(c3cnccn3)CC2)s1
→ 8%	-7%	5%	3%	8	-0.4%	-1%	5%	5%	1	1%
24	Cc1ccc2c(c1)-c1c(ssc1=S)C(C)(C)N2C(=O)CN1C(=O)c2ccccc2C1=O
→ -16%	-9%	2%	2%	4	-0.2%	4%	-7%	-6%	2	-19%
25	CCC(C)NC(=O)C1c2ccccc2C(=O)N(c2ccc(OC)cc2)C1c1ccc(OC)cc1 (stereo unspecified)
→ -1%	-7%	-1%	2%	6	-0.2%	-2%	0%	-12%	-2	-14%
26	CC1Cc2ccccc2N1C(=O)COC(=O)/C=C/c1ccc(F)cc1 (stereo unspecified)
→ 2%	0%	nt	nt	14	0.2%	3%	-13%	-1%	nt	nt
27	COc1ccc(N2C(=O)C3CCCN3C2c2cccc(F)c2)cc1Cl (stereo unspecified)
→ 2%	-13%	2%	0%	-6	0.0%	-4%	1%	0%	-1	-17%
28	Cc1nc2scc(-c3cccs3)c2c(=O)n1N
→ 8%	-1%	0%	-7%	-30	-1.8%	-1%	1%	5%	-1	14%
29	O=C(NCc1ccc2c(c1)OCO2)C1CC(=O)N(CCc2ccc(F)cc2)C1 (stereo unspecified)
→ -1%	0%	5%	2%	3	0.4%	0%	-25%	-8%	1	-12%
30	Cc1csc(=O)n1CC(=O)OCC(=O)NCc1ccc(Cl)cc1Cl
→ -2%	-1%	nt	nt	-9	-0.1%	0%	-4%	11%	nt	nt
31	C[C@@H]1CN(Cc2nc(-c3cnccn3)no2)C[C@H](C)O1
→ 1%	-5%	7%	-6%	6	-0.5%	-6%	-5%	-4%	5	0%
32	COc1cccc(C2Nc3c(F)cc(Br)cc3C3C=CCC32)c1OC (stereo unspecified)
→ -1%	0%	nt	-2%	14	-1.3%	-5%	11%	0%	0	0%
33	COc1ccc(/C=C(/NC(=O)c2ccco2)C(=O)NCc2ccco2)cc1OC
→ nt	-3%	7%	0%	-17	-0.8%	1%	8%	0%	1	-5%
34	CCOC(=O)Cn1c(=O)c2c(nc(N3CCCCC3)n2C)n(C)c1=O
→ 2%	4%	-3%	-1%	1	0.1%	-2%	17%	13%	-2	-3%
35	COc1ccc(C(=O)Nc2ccc(NC(=O)C3CC3)nc2)cc1
→ -3%	0%	17%	0%	-13	0.3%	2%	1%	-11%	1	-2%
36	CC(C)Cn1c(=O)c2sccc2n2c(CCCC(=O)N3CCC(N4CCCCC4)CC3)nnc12
→ -4%	-2%	-1%	0%	-6	0.4%	-2%	?	1%	-3	15%
37	NS(=O)(=O)c1cccc(NC(=O)COC(=O)Cc2ccc(S(=O)(=O)N3CCCCC3)s2)c1
→ 1%	-3%	6%	7%	2	-0.1%	-5%	10%	3%	2	?
38	O=S1(=O)[C@H]2C[C@H](CO)O[C@@]2(CO)CN1Cc1ccc(-c2cccc(Cl)c2)cc1
→ -3%	0%	nt	nt	-14	-0.8%	1%	-8%	?	nt	nt
39	CCCn1nnc2c(=O)oc3ccccc3c21
→ 0%	1%	nt	7%	20	0.1%	0%	-11%	1%	3	0%
40	CNC(=O)C(Sc1ccccc1)c1ccccc1 (stereo unspecified)
→ 3%	-5%	3%	-3%	-6	0.4%	2%	20%	0%	4	-2%
41	C[C@@H](C(=O)NCCCCCC(=O)O)n1nnc2ccccc2c1=O
→ 0%	0%	-1%	-1%	15	-0.4%	4%	-8%	1%	0	nt

Compound activity as filed in PubChem.

Some of the compounds tested; rates above refer to the full screens.
